# HTR5A inv ctr – inverse agonist of human HTR5A in OPRM1-OPRD1 counter-screen; 340,000 tested, 0.083% active; inhibition, % at 9.3 µM; HTR5A cell line, luminescence, inverse agonism; AID 504634; P47898; in the data active = inhibition mostly above about 23%, no sharp cut-off; inactive = mostly below about 18%;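 also: 0% = cells with DMSO and 100% = no-cell wells with DMSO; some compounds called inactive have numbers as strong as hits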
# Target sequence (P47898 whole entry, looked up): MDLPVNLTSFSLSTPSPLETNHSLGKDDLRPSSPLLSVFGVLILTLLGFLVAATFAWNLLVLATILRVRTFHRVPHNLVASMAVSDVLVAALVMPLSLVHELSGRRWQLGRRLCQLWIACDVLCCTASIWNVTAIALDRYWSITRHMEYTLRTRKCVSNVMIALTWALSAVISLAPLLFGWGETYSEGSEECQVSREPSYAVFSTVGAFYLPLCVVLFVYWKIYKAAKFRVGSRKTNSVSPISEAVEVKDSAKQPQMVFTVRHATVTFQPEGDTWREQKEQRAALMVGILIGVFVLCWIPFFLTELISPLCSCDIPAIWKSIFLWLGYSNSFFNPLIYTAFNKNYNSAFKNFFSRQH
# PKA-R2B activ – activates the human PKA-R2B holoenzyme complex; P22694+P31323; activation, % at 11.4 µM; PKA-R2B holoenzyme dissociation, Cy5-IP20 fluorescence polarization; R2B truncated from residue 108, S112A mutant; 0% DMSO only, 100% 113 µM cGMP; AID 504700; 340,000 tested, 0.079% active;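 active = activation above a cutoff set at the mean over all compounds plus 3 SD, cut at about 18% in these data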;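 also: higher means more holoenzyme dissociation and a rise in polarization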
# Target sequence (P31323 whole entry, looked up, other chains not shown, the tested form may be a part): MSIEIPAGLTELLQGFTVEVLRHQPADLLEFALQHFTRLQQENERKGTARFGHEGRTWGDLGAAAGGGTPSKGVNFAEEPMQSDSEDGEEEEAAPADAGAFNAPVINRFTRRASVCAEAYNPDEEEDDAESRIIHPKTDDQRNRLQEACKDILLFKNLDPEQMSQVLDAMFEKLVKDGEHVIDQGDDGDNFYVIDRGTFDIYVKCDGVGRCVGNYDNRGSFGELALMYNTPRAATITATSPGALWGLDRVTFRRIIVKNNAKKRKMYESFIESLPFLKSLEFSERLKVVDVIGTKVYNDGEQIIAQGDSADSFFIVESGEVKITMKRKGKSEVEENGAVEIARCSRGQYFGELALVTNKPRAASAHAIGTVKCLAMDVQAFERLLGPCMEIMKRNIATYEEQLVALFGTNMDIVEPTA
# Tat transport – blocks Tat-dependent protein export in E. coli; AID 488895; inhibition, % at 10 µM; 340,000 tested, 0.036% active; E. coli MC4100 TorA-mCherry Tat export, fluorescence;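 active = mean replicate inhibition at least 50% and at least half of replicates individually reaching 50%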;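 also: exported cargo escapes ClpAP degradation while cytoplasmic cargo is degraded and loses fluorescence; 0% = median of neutral control wells and 100% = median of NaSCN control wells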
# PKA-R1A act – activators of PKA-R1A complex. P00514+P68181. PKA-R1A dissociation, Cy5-IP20 fluorescence polarization; scaled: DMSO 0%, 113 µM cGMP 100%. activation, % at 11.4 µM. 340,000 tested, 0.083% active;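 active = percent activation above the mean of all tested compounds plus 3 SD, cut at about 19% in these data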;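 also: higher means more PKAc released from R1A so a rise in polarization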
# E coli growth – reduces bacterial viability in AddAB counter-screen | E. coli V3065 growth, OD600 absorbance, 18 h | inhibition, % at 11.9 µM | 330,000 tested, 0.27% active;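 active = inhibition above the campaign's mean inhibition across all tested compounds plus 3 SD, cut at about 9.9% in these data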;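 also: uninfected addAB+ strain grown without phage in ampicillin broth; 0% = DMSO wells and 100% = ciprofloxacin 0.95 µg/ml wells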
# OPRM1-OPRD1 ag – agonists of human mu-delta opioid receptor heterodimerization. P35372+P41143. cells, OPRM1-OPRD1 heterodimerization, luminescence. activation, % at 9.3 µM. 340,000 tested, 0.3% active; in the data active = activation above about 18%;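 also: 0% = vehicle-treated cells and 100% = reference agonist; values of inactives mirror those of a sister screen read the other way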
# PfHsp90 yeast 2 – reduces growth (ATP signal) of yeast expressing P. falciparum Hsp90; S. cerevisiae expressing PfHsp90, BacTiter-Glo ATP, 48 h; yeast lacking PDR1 and PDR3 efflux regulators; 310,000 tested, 0.32% active; AID 504621; inhibition, % at 9.4 µM;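 active = every replicate shows inhibition above about 80%, whatever the replicate mean, limit read from the data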;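 also: 0% = DMSO neutral controls and 100% = 20 µM radicicol positive controls; yeast relying on Plasmodium falciparum Hsp90 in place of its own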
# MOR-DOR inv ag – inverse agonists of human mu-delta opioid receptor heterodimerization; 340,000 tested, 0.21% active; inhibition, % at 9.3 µM; cell-based MOR-DOR heterodimer luminescence, inverse agonism; AID 504357; in the data active = inhibition above about 22%, passing the limit was not always enough;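 also: 0% = cells with DMSO and 100% = wells without cells with DMSO; values of inactives mirror those of a sister screen read the other way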
# phage Ecoli inh – E. coli growth loss with phage present; inhibition, % at 11.9 µM; 360,000 tested, 0.26% active; growth absorbance; in the data active = inhibition above about 11%
# AddAB inh – less growth of phage-infected E. coli with AddAB; inhibition, % at 11.9 µM; 330,000 tested, 0.29% active; AID 435030; E. coli expressing H. pylori AddAB, absorbance growth; in the data active = inhibition above about 12%;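 also: 0% = vehicle wells of infected cells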
# SUMO Mot1 rescue – inhibitors of SUMOylation pathway: yeast Mot1-301 growth rescue. growth rescue, % at 18.8 µM. 320,000 tested, 1% active. S. cerevisiae Mot1-301 growth rescue, ATP luminescence, 38.5C; percent above DMSO median, 100 means doubled;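 active = every valid replicate shows activation above 250% relative to neutral control wells; inactive = the rest, any valid replicate at or below 250%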;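 also: OY570 slx delta 5 strain wells were the positive control but not used for scaling; some compounds called inactive have numbers as strong as hits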
# An asterisk follows results filed as active; . = no result given.
SMILES,HTR5A inv ctr,PKA-R2B activ,Tat transport,PKA-R1A act,E coli growth,OPRM1-OPRD1 ag,PfHsp90 yeast 2,MOR-DOR inv ag,phage Ecoli inh,AddAB inh,SUMO Mot1 rescue
CCCCOc1c(Br)cc(/C=N/O)cc1OCC,-5.5,-8.8,13.8,-7.4,0.8,5.7,.,-33.1,2.0,-1.6,2.3
CCC(=O)c1ccc(OCC(=O)O)c(OC)c1,-9.8,0.5,-1.0,-5.6,0.8,-2.5,-17.9,12.3,3.0,0.3,-5.7
O=C(NNC(=O)c1cc(-c2cccnc2)nc2ccccc12)Nc1ccc(Cl)cc1,20.5,-2.1,-2.4,-13.2,5.7,2.6,.,-12.4,13.3*,8.1,-4.0
CCN(CC)S(=O)(=O)c1ccc(F)cc1,-28.8,-0.5,-10.0,1.5,1.0,-2.1,.,11.4,1.0,2.6,3.5
OCCN(Cc1ccccc1)Cc1ccc(Cl)cc1Cl,-18.1,-3.8,17.7,-0.5,-0.7,6.9,1.9,-38.8,0.3,2.4,-21.1
O=[N+]([O-])c1ncccc1Oc1nc(-c2cccnc2)nc2ccccc12,20.3,-20.5,-8.0,-7.1,-0.8,-1.3,8.2,7.2,1.5,0.4,-5.6
COc1ccc(N2C(=O)NC(NC(=O)C(C)(C)C)(C(F)(F)F)C2=O)cc1 (stereo not given),3.5,4.2,-5.0,2.6,-0.5,0.1,-8.0,-0.4,-0.4,-2.0,-10.0
CCOC(=O)C1=C(CN2CCN(C(=O)c3ccco3)CC2)NC(=O)NC1c1ccc(OC(C)C)cc1 (stereo not given),-2.8,0.7,12.8,-1.6,2.3,-2.0,1.1,10.1,-0.2,-1.5,-6.2
COC(=O)CNC(=O)C12CC3CC(C1)CC(c1ccc(C)cc1)(C3)C2,10.5,-8.7,4.5,-11.5,-0.2,-0.4,1.2,2.1,-1.5,-0.6,-16.6
COC(=O)c1sccc1NC(=O)C1CCCCC1C(=O)O (stereo not given),-4.0,-6.7,-2.7,-1.1,0.2,0.0,10.0,-0.1,1.1,-0.3,24.4
CNC(=O)c1sc(-c2ccccc2)nc1C,23.6,1.8,-0.7,-2.4,-1.3,-0.5,-15.1,3.0,3.6,4.7,.
CCC(C)[C@H](NC(=O)NCCC1=CCCCC1)C(=O)OC (stereo not given in full),-8.6,-1.8,-8.5,-2.0,1.9,-1.5,0.8,8.1,-0.8,5.3,-13.5
CCN(C(=O)Cn1c(=O)oc2ccccc21)c1c(N)n(Cc2ccccc2)c(=O)[nH]c1=O,-7.7,-12.2,4.4,5.3,-1.5,3.4,.,-13.2,0.3,0.2,7.7
O=C(c1cc(COc2cccc(C(F)(F)F)c2)on1)N1C[C@@H]2CCC[C@H]1C2,9.2,-3.7,15.7,-10.1,-0.8,6.6,2.1,-33.9,1.5,-0.9,0.2
O=C(NC(=S)Nc1ccc(F)cc1)C1CCCCC1,-35.2,0.1,1.4,-2.7,4.7,6.8,4.9,-34.9,2.0,0.7,-4.3
O=C(CN1C(=O)c2ccccc2C1=O)N1CCN=C1c1ccccc1,-0.8,0.1,-9.3,3.0,0.8,0.3,5.3,-1.8,2.7,-0.3,16.7
CN1C(=O)C2(C(C#N)=C(N)N(c3cc(Cl)cc(Cl)c3)C3=C2C(=O)CC(C)(C)C3)c2ccccc21 (stereo not given),-7.2,-4.9,-3.0,-1.6,-1.5,0.8,-18.4,-4.1,2.0,-1.9,-3.7
CCS(=O)(=O)NCCc1csc(-c2cccnc2)n1,-3.8,7.9,0.0,-12.3,0.7,-0.1,5.2,0.4,97.0*,-2.9,-6.4
O=C(c1cc2ccc([N+](=O)[O-])cc2oc1=O)N1CCOCC1,4.5,10.5,5.8,9.1,-0.2,-3.0,-1.5,15.8,1.4,-2.2,18.5
CN(C(=O)c1ccc(NC(=O)Cc2ccc(NC(=O)C3CCN(C(=O)c4ccccc4)CC3)cc2)cc1)C1CCCC1,21.0,-8.3,7.0,1.2,.,0.1,-11.3,-0.2,2.7,.,.
CCOC(=O)C1=CN(Cc2ccco2)S(=O)(=O)NC1c1ccc(Br)cc1F (stereo not given),-4.1,5.5,22.3,-2.1,-0.2,1.4,-7.1,-6.4,1.2,-0.4,.
CCOC(=O)C1CCN(C(=O)CN2C(=O)c3ccccc3S2(=O)=O)CC1,-19.5,9.2,0.2,-8.7,-0.9,-5.5,-0.9,26.7,4.5,-2.3,-7.6
Cc1cc(=O)oc2cc(OCC(=O)OCC(=O)Nc3ccc(C(C)C)cc3)ccc12,19.3,-6.2,4.0,1.6,1.5,-0.1,-1.2,0.5,3.2,1.0,263.1
Cc1ccc(CSCC(=O)N(CCC(C)C)c2c(N)n(Cc3ccccc3)c(=O)[nH]c2=O)cc1,4.0,1.8,-7.3,-7.2,-1.4,9.8,.,-51.1,-0.2,-0.3,13.5
CCOC(=O)Cc1nnc(NCc2ccccc2)c2ccccc12,12.6,-15.2,-0.2,-5.7,0.0,-3.4,-30.2,15.3,2.6,-1.2,5.5

# Quoted at random: two records from the list, in no set order.
SMILES,HTR5A inv ctr,PKA-R2B activ,Tat transport,PKA-R1A act,E coli growth,OPRM1-OPRD1 ag,PfHsp90 yeast 2,MOR-DOR inv ag,phage Ecoli inh,AddAB inh,SUMO Mot1 rescue
CCN(CC)S(=O)(=O)c1ccc(F)cc1,-28.8,-0.5,-10.0,1.5,1.0,-2.1,.,11.4,1.0,2.6,3.5
O=C(c1cc(COc2cccc(C(F)(F)F)c2)on1)N1C[C@@H]2CCC[C@H]1C2,9.2,-3.7,15.7,-10.1,-0.8,6.6,2.1,-33.9,1.5,-0.9,0.2

# (more compounds)
SMILES,HTR5A inv ctr,PKA-R2B activ,Tat transport,PKA-R1A act,E coli growth,OPRM1-OPRD1 ag,PfHsp90 yeast 2,MOR-DOR inv ag,phage Ecoli inh,AddAB inh,SUMO Mot1 rescue
C=CCn1c(SCc2c(C(=O)OC)sc(N)c2C(=O)OC)nnc1-c1ccc(Cl)cc1,-8.6,-1.1,0.3,-8.2,-0.7,-1.2,10.8,7.3,3.3,-0.3,-3.7
O=C1Nc2ccccc2N(O)N1c1ccc(S(=O)(=O)N2CCOCC2)cc1,14.5,-6.9,-5.4,0.3,-1.7,-0.8,8.3,3.7,3.7,3.7,-3.3
Cc1ccc(C(C(=O)NCC2CCCO2)N(C(=O)c2snc(C(N)=O)c2N)c2ccccc2F)o1 (stereo not given),-10.1,3.2,3.3,1.3,2.3,-0.1,5.4,0.4,2.3,3.0,-4.1
CCOC(=O)C1CCN(Cc2ccc(O)c(OC)c2)CC1,10.4,-6.2,3.5,-10.5,3.2,-2.2,2.9,10.7,-0.6,2.4,0.7
CCOC(=O)CSc1nc2ccccc2c(=O)n1CC1CCCO1 (stereo not given),7.2,13.7,5.5,11.5,1.1,-1.4,-20.2,8.4,1.9,1.2,-0.5
Cc1c(NC(=O)c2cccc(NC(=O)COc3ccccc3)c2)c(=O)n(-c2ccccc2)n1C,17.3,0.0,-2.3,14.2,-0.8,-2.4,-16.2,9.9,1.7,2.1,.
CC(C)CN1C(=O)NC(NC(=O)c2cccnc2)(C(F)(F)F)C1=O (stereo not given),17.0,1.1,2.2,3.3,1.2,-1.6,6.1,9.1,3.0,0.9,-1.5
Cc1ccc(-c2cc(C(=O)N/N=C/c3c[nH]c4ccccc34)n[nH]2)o1,-2.2,-15.8,-4.3,-16.5,0.2,1.3,-9.4,-8.9,1.1,2.5,-6.1
O=C(CCCCn1c(=O)c2ccccc2n(CC(=O)NC2CCCC2)c1=O)NCc1ccco1,11.4,-0.3,-0.4,-1.1,0.3,-2.0,-2.1,9.3,-0.7,3.8,129.8
CC(=O)NC(=S)Nc1ccc(NC(=O)COc2ccc(Cl)cc2)cc1,-4.1,4.4,-2.4,-2.0,-2.7,-2.5,.,14.6,-1.6,-0.6,-7.1
Cc1cc(C)n(CCN(C)C(=O)CCc2nnc(-c3ccc4c(c3)OCO4)o2)n1,-6.5,7.5,11.7,-3.6,-1.3,-1.9,-28.7,10.0,4.8,0.8,-9.4
O=c1cc(CN2CCN(c3ccccc3F)CC2)c2cc(O)c(-c3ccccc3)cc2o1,4.5,-0.8,-6.0,-7.9,-1.2,-2.5,-3.4,13.4,2.3,-1.4,-3.1
CC(Oc1ccccc1F)C(=O)NNC(=O)CC(C)c1ccccc1 (stereo not given),-15.4,-16.9,-4.3,-6.5,2.8,-1.9,-2.6,10.4,4.1,1.7,-2.5
O=C(CCCNC(=O)/C(=C\c1ccc(F)cc1)NC(=O)c1ccccc1)OCc1ccccc1,-31.9,-11.0,4.7,-8.8,2.3,-3.4,-13.8,18.5,0.5,0.9,-13.0
Cc1ccc(C(=O)Nc2ncccc2C)cc1S(=O)(=O)N1CCOCC1,3.5,8.2,-2.6,-20.1,0.5,-3.1,-23.5,12.4,3.8,-1.4,247.8
CCc1ccc(C(=O)NC(C(=O)NCC2CCCO2)C(C)C)cc1 (stereo not given),22.8,-7.3,7.4,-10.7,1.4,-0.6,.,3.1,2.4,1.5,60.6
O=C(N=C1SC2CS(=O)(=O)CC2N1c1ccc(F)c(Cl)c1)C1CC1 (stereo not given),-12.3,1.0,6.5,-4.5,2.5,-2.0,-2.0,10.9,2.5,1.4,517.7*
CCOC(=O)C1CCCN(C(=O)c2cc3c(-c4cccc(OC)c4)nn(C)c3s2)C1 (stereo not given),-12.3,-14.0,7.9,-5.3,-0.9,-1.0,-10.4,6.0,-0.9,5.3,6.8
CC(C)C(C)NC(=O)CSc1ccc(S(=O)(=O)N2CCOCC2)cn1 (stereo not given),-26.2,-8.4,1.4,-11.2,-3.6,-3.0,-4.0,12.2,2.7,2.5,.
COc1ccc(N(CC(=O)NCCSCc2ccco2)S(=O)(=O)c2ccc(C)cc2)cc1,0.9,-2.2,6.0,-7.4,-1.1,0.0,-8.4,-0.2,-0.1,0.7,220.6
CC(C)C(=O)OC1CCS(=O)(=O)c2sccc21 (stereo not given),11.6,5.3,1.2,-3.0,1.7,-1.1,7.9,5.7,1.6,-0.6,-0.4
CCOc1cc(C(=O)NC(=S)Nc2nc(C)cc(C)n2)cc(OCC)c1OCC,-5.9,3.7,2.0,5.2,0.5,-2.0,-9.8,8.8,-0.6,-0.6,0.1
CC(=O)Nc1ccc(S(=O)(=O)NC(C(=O)O)C(C)O)cc1 (stereo not given),8.6,-8.1,-1.4,-1.1,1.4,-4.2,-21.1,22.1,0.3,-1.6,2.8
CN1CC(=O)N(CC(=O)Nc2ccc(N(C)C)cc2)c2ccccc2C1=O,11.3,-5.8,6.7,8.0,1.2,-0.6,-6.8,3.0,0.8,3.2,-17.9
CC1CCN(C2(O)C(=O)Nc3ccc([N+](=O)[O-])cc32)CC1 (stereo not given),9.6,0.3,3.5,-0.9,0.6,-2.6,3.3,12.2,0.6,0.3,-5.2
COc1cc(OC)cc(C(=O)NCC(=O)Nc2ccc(C)c(Cl)c2)c1,-28.9,7.6,-2.9,-13.5,3.1,0.4,-14.5,-1.8,0.8,1.2,0.9

# High-throughput results: PubChem, several laboratories
